# Assay outcomes from PubChem BioAssay.
# VLA-4 antagonist = inhibitors of LDV-FITC binding to Mn2+-activated VLA-4, primary screen, Jurkat cells; Integrin alpha-4 (Homo sapiens), P13612; LDV-FITC binding with Mn2+, flow cytometry; 100% = Mn2+-driven binding gain fully reversed; inhibition, % at 10 µM (by protocol); actives 0.2% (n = 24,000); AID 529, 2006;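 active = inhibition above 50%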;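 note: 0% = Mn2+ stimulated cells lacking compound and 100% = ligand binding without Mn2+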
# LNCaP diff act = activators of LNCaP prostate cell differentiation, primary screen, flow cytometry side scatter. 4 d. side scatter shift, % at 10 µM. actives 0.56% (n = 24,000);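 active = side scatter shift above 30%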;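 note: androgen-responsive LNCaP prostate cancer cells in charcoal-stripped serum medium; percent of cells past a gate set so DMSO wells show 10% shift; higher shift means more granular cells and more differentiation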
# VLA-4 allo ag = enhancers of LDV-FITC binding to VLA-4 integrin, primary screen, Jurkat cells, flow cytometry; Integrin alpha-4 (Homo sapiens), P13612; activation, % at 10 µM (by protocol); 24,000 tested, under 10 active; AID 528, 2006;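 active = fluorescent ligand binding to cells raised by more than 40% of the manganese-induced maximum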;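 note: 0% = ligand binding without compound and 100% = manganese-stimulated maximal binding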
# Autofluor Jurkat = compound autofluorescence on Jurkat cells, primary screen, artefact control for VLA-4 allosteric ligand project, cell-based, flow cytometry; hits give high values; 1 = vehicle-only cell background; fluorescence ratio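 (tested at 10 µM compound in the well)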; actives 0.61% (n = 24,000);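 active = fluorescence ratio above 2.44, which is 1 plus 3 SD of all ratios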;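 note: green fluorescence of cells measured with 488 nm excitation and 530 nm emission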
# The depositor's hits bear a star; & = joins results of further samples. This is a subset (hit frequency here may not be typical).
item	VLA-4 antagonist	LNCaP diff act	VLA-4 allo ag	canonical_smiles	Autofluor Jurkat
1	-16	5	-4	O=C(O)c1cccnc1Nc1cccc(C(F)(F)F)c1	1.1
2	-16	4	-8	CCCCCC(=O)O[C@]1(C(C)=O)CC[C@H]2[C@@H]3CCC4=CC(=O)CC[C@]4(C)[C@H]3CC[C@@]21C	1
3	-4	5	0	CCn1cc(C(=O)O)c(=O)c2cnc(N3CCNCC3)nc21	1
4	-31	3	8	CN(C)CCCC1(c2ccc(F)cc2)OCc2cc(C#N)ccc21 (stereo unspecified)	1
5	-20	4	16	CNCCCN1c2ccccc2CCc2ccccc21	1
6	-35&-15	9&3	20&2	Cc1ccc(N(CC2=NCCN2)c2cccc(O)c2)cc1	1.1&1
7	-20	1	3	C1COC(NC(C2CC2)C2CC2)=N1	0.99
8	2	3	-1	CCC(NC(C)C)C(O)c1ccc(O)c2[nH]c(=O)ccc12 (stereo unspecified)	0.98
9	-12	6	-8	CC1Cc2ccccc2N1NC(=O)c1ccc(Cl)c(S(N)(=O)=O)c1 (stereo unspecified)	1.1
10	-18	4	0	CN1CCCN=C1COC(=O)C(O)(c1ccccc1)C1CCCCC1 (stereo unspecified)	0.99
11	-10	4	-2	COc1ccc(C2CNC(=O)C2)cc1OC1CCCC1 (stereo unspecified)	1

# Profiles, looked up by structure. Order of screens: VLA-4 antagonist | LNCaP diff act | VLA-4 allo ag | Autofluor Jurkat
# Profile of C1COC(NC(C2CC2)C2CC2)=N1 = -20 | 1 | 3 | 0.99
# Profile of COc1ccc(C2CNC(=O)C2)cc1OC1CCCC1 (stereo unspecified) = -10 | 4 | -2 | 1
# Profile of CCC(NC(C)C)C(O)c1ccc(O)c2[nH]c(=O)ccc12 (stereo unspecified) = 2 | 3 | -1 | 0.98
# Profile of CCn1cc(C(=O)O)c(=O)c2cnc(N3CCNCC3)nc21 = -4 | 5 | 0 | 1

# Part of the list above in order of molecular weight, largest number first:
item	VLA-4 antagonist	LNCaP diff act	VLA-4 allo ag	canonical_smiles	Autofluor Jurkat
10	-18	4	0	CN1CCCN=C1COC(=O)C(O)(c1ccccc1)C1CCCCC1 (stereo unspecified)	0.99
4	-31	3	8	CN(C)CCCC1(c2ccc(F)cc2)OCc2cc(C#N)ccc21 (stereo unspecified)	1
8	2	3	-1	CCC(NC(C)C)C(O)c1ccc(O)c2[nH]c(=O)ccc12 (stereo unspecified)	0.98
